IDH1 mut inh – inhibitors of IDH1 R132H reductase, primary screen, biochemical, plate reader, single point | inhibition, % at 10 µM | AID 624101, 2012 | 70,000 compounds, 0.18% hits | diaphorase/resazurin fluorescence, 60 min; in the data active = inhibition above about 34%;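 also: 0% = DMSO and 100% = no enzyme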
PRC2 inh – EZH2/PRC2 methyltransferase inhibitors, primary screen, biochemical, DELFIA time-resolved fluorescence, single point; Histone-lysine N-methyltransferase EZH2 (Homo sapiens), Q15910; PRC2 H3K27 methylation, DELFIA TRF, 1 h; inhibition, % at 12.5 µM; 57,000 compounds, 0.35% hits;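 active = mean inhibition of replicates at least 50% and every single replicate also reaching 50%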;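 also: dimethyl H3K27 on biotinylated H3 21-44 peptide detected by antibody; plate controls were median neutral control wells for no effect and median positive control wells for full effect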
Target sequence (Q15910 whole entry, looked up): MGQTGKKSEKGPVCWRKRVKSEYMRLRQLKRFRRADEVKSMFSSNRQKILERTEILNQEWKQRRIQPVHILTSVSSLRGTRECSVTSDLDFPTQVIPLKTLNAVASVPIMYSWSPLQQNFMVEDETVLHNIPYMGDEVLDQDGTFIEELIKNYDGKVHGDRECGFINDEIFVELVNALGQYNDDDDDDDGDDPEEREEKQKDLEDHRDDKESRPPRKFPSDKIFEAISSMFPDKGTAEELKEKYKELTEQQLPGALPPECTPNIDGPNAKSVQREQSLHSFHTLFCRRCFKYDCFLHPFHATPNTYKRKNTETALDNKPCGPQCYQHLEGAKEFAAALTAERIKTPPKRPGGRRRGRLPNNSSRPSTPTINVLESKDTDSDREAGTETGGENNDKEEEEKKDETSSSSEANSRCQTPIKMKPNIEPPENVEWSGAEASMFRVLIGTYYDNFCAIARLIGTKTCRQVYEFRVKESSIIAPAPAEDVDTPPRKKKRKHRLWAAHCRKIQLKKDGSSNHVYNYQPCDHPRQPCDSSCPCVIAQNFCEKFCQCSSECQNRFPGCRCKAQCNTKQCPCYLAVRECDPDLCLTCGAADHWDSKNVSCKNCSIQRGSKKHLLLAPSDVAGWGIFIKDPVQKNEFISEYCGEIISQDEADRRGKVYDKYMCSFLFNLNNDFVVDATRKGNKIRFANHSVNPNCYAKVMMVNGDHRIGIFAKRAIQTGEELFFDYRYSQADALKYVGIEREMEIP
Starred values were filed as active, the others as inactive; nt = not tested or not shown; & = joins results of further samples. This is a subset. The share of hits here may be higher or lower than overall.

Results follow in this order: IDH1 mut inh, PRC2 inh
C/C(=C/CCC(CO)C1CCC2(C)C3CCC4C(C)(C)C(OC5OC(CO)C(O)C(O)C5O)CC(O)C45CC35CCC12C)COC1OC(CO)C(O)C(O)C1O (stereo not drawn)
 : 2.2&1.4, -8&9
C[C@@H]1CN([C@@H](C)CO)S(=O)(=O)c2ccc(C3=CCCCC3)cc2O[C@@H]1CN(C)Cc1ccccc1
 : -0.9, 27
COc1cccc(NC(=O)N[C@@H]2C=C[C@@H](CC(=O)Nc3ccc(-c4ccccc4)cc3)O[C@@H]2CO)c1
 : 0.0, -14
C[C@H](NC(=O)C[C@H]1C[C@H]2c3cc(NC(=O)c4cccnc4)ccc3O[C@H]2[C@H](CO)O1)c1ccccc1
 : 0.4, 3
C[C@H](CO)N1C[C@H](C)[C@@H](CN(C)Cc2cccnc2)Oc2cc(-c3ccncc3)ccc2S1(=O)=O
 : nt, 4
CCC(=O)N(C)C[C@H]1Oc2ncc(C#Cc3ccc(OC)cc3)cc2C(=O)N([C@@H](C)CO)C[C@H]1C
 : -0.7, nt
C[C@H](CO)N1C[C@H](C)[C@H](CN(C)C)Oc2cc(-c3ccc(F)cc3)ccc2S1(=O)=O
 : -0.9, 1
CCCC#Cc1cnc2c(c1)C(=O)N([C@@H](C)CO)C[C@H](C)[C@@H](CN(C)C(=O)C1CCCCC1)O2
 : 4.3, -37
CO[C@@H](CN(C)C(=O)c1ccccc1F)[C@H](C)CN([C@H](C)CO)S(=O)(=O)c1ccc(C)cc1
 : -0.6, -2
CCCNC(=O)N1C[C@@H](C)[C@@H](OC)CN(C)C(=O)c2ccc(NC(C)=O)cc2OC[C@H]1C
 : -0.1, 4
CCCN(C)C[C@H]1OCCCC[C@@H](C)Oc2ccc(NC(=O)CCC(F)(F)F)cc2C(=O)N([C@H](C)CO)C[C@@H]1C
 : 2.2, -19
O=C(N1CCCCC1)[C@]1(Cc2ccccc2)N=C(c2ccc(OCCCO)cc2)O[C@@H]1c1ccccc1
 : nt, 11
COCC(=O)Nc1ccc2c(c1)C(=O)N(C)C[C@@H](OC)[C@H](C)CN(C(=O)CC1CC1)[C@H](C)CO2
 : 0.0, -2
Cc1ccc(S(=O)(=O)Nc2cccc3c2O[C@@H](CN(C)C(=O)Nc2ccc(F)cc2)[C@@H](C)CN([C@H](C)CO)C3=O)cc1
 : -1.4, 7
C[C@H]1CCCCO[C@@H](CN(C)C(=O)Cc2ccccc2)[C@@H](C)CN([C@@H](C)CO)C(=O)c2cc(NC(=O)c3ccncc3)ccc2O1
 : -1.5, nt
O=C(O)c1ccc2cc(-c3ccc(O)c(C45CC6CC(CC(C6)C4)C5)c3)ccc2c1
 : 5.6, 34
CC(C)NC(=O)Nc1ccc2c(c1)C(=O)N([C@@H](C)CO)C[C@@H](C)[C@H](CN(C)C(=O)Nc1ccc(C(F)(F)F)cc1)OCCCC[C@H](C)O2
 : 2.6, nt
CC(C)C#Cc1ccc2c(c1)O[C@H](CN(C)C(=O)CC1CC1)[C@H](C)CN([C@@H](C)CO)S2(=O)=O
 : -5.2, -1
O=C(C[C@H]1C[C@H]2c3cc(NC(=O)Cc4ccncc4)ccc3O[C@H]2[C@@H](CO)O1)NCc1ccncc1
 : -0.1, 7
C[C@H](O)C#Cc1cnc2c(c1)C(=O)N([C@H](C)CO)C[C@H](C)[C@@H](CN(C)CC1CCOCC1)O2
 : 0.0, -4
CCN(CC)c1nc(Cl)nc(N(C)C#N)n1
 : -0.5, 4
CO[C@@H]1CN(C)C(=O)c2ccc(NS(=O)(=O)c3cn(C)cn3)cc2OC[C@H](C)NC[C@@H]1C
 : -0.1, -8
O=C(O)C[C@@H]1CC[C@@H](NC(=O)c2ccncc2)[C@H](CO)O1
 : 0.5, 1
C[C@@H]1CN([C@@H](C)CO)C(=O)CCCn2nncc2CO[C@@H]1CN(C)S(C)(=O)=O
 : 2.9, nt
C[C@H](CO)N1C[C@H](C)[C@H](CN(C)C(=O)Oc2ccccc2)OCc2ccccc2-c2ccccc2C1=O
 : -0.4, -14
COc1ccc(Cl)cc1NC(=O)C12CCC(C)(c3nc4ccccc4nc31)C2(C)C (stereo not drawn)
 : 0.2, 6
O=C(C[C@H]1C[C@@H]2c3cc(NC(=O)C4CCC4)ccc3O[C@@H]2[C@H](CO)O1)NCc1cccnc1
 : -0.1, 13
C[S+](O)c1ccc(CSc2nc(-c3ccc(F)cc3)c(-c3ccncc3)[nH]2)cc1 (stereo not drawn)
 : 5.2, 0
O=C(C[C@H]1C[C@@H]2c3cc(NC(=O)c4ccc5c(c4)OCO5)ccc3O[C@@H]2[C@@H](CO)O1)NCc1cccnc1
 : -1.1, 1
COc1ccccc1C(=O)Nc1ccc2c(c1)C(=O)N(C)C[C@H](OC)[C@@H](C)CN(C)[C@H](C)CO2
 : 0.0, 8
C/C=C/c1ccc2c(c1)O[C@H](CN(C)C(C)=O)[C@H](C)CN([C@H](C)CO)S2(=O)=O
 : 4.9, 0
CN1CCN(C(=O)C[C@H]2C[C@@H]3c4cc(NC(=O)NC5CCCCC5)ccc4O[C@@H]3[C@H](CO)O2)CC1
 : -0.2, 5
C[C@@H]1CN([C@H](C)CO)S(=O)(=O)c2ccc(-c3ccccc3)cc2O[C@H]1CN(C)C(=O)CC1CC1
 : 3.2, 9
CNC[C@@H]1Oc2ccc(NS(=O)(=O)c3cccs3)cc2C(=O)N([C@H](C)CO)C[C@@H]1C
 : 3.2, nt
C[C@H]1CN([C@@H](C)CO)S(=O)(=O)c2ccc(-c3cncnc3)cc2O[C@@H]1CN(C)C(=O)C1CCCCC1
 : nt, -12
CC(C)NC(=O)N(C)C[C@@H]1Oc2c(cccc2N(C)C)C(=O)N([C@H](C)CO)C[C@H]1C
 : 0.8, -1
C[C@@H]1CCCCO[C@@H](CN(C)C(=O)C2CCCCC2)[C@@H](C)CN([C@@H](C)CO)C(=O)c2cc(NS(=O)(=O)c3ccc(Cl)cc3)ccc2O1
 : -2.2, nt
OCCN(CCO)Cc1ccc(Br)cc1
 : 1.2, -7
C/C=C/c1ccc2c(c1)O[C@H](CN(C)C(=O)Nc1cc(F)ccc1F)[C@H](C)CN([C@@H](C)CO)S2(=O)=O
 : 1.1, nt
C[C@@H]1CN([C@H](C)CO)C(=O)c2cc(NS(=O)(=O)c3cccs3)ccc2O[C@H]1CN(C)S(=O)(=O)c1ccc(Cl)cc1
 : 2.9, nt
CCOc1ccc(NC(=O)Cn2cncc2-c2ccc([N+](=O)[O-])cc2)cc1
 : 0.4, 11
COc1ccc(-c2nc3ccccc3s2)cc1NC(=O)COc1cc(C)ccc1C(C)C
 : 0.2, -2
Cc1cccc(OCC(O)Cn2cnc3cc(C)c(C)cc32)c1 (stereo not drawn)
 : -0.9, 7
CCS(=O)(=O)NCC[C@H]1CC[C@H](NC(=O)C2CCC2)[C@H](CO)O1
 : -0.2, 3
C=Cc1ccc(O[C@@H]2O[C@H](CO)[C@@H](O)[C@H](O)[C@H]2O[C@@H]2O[C@@H](C)[C@H](O)[C@@H](O)[C@H]2O)cc1
 : -0.3, nt

Single values from the list:
PRC2 inh, `C[C@H]1CN([C@@H](C)CO)S(=O)(=O)c2ccc(-c3cncnc3)cc2O[C@@H]1CN(C)C(=O)C1CCCCC1` = -12
IDH1 mut inh, `C=Cc1ccc(O[C@@H]2O[C@H](CO)[C@@H](O)[C@H](O)[C@H]2O[C@@H]2O[C@@H](C)[C@H](O)[C@@H](O)[C@H]2O)cc1` = -0.3
PRC2 inh, `Cc1cccc(OCC(O)Cn2cnc3cc(C)c(C)cc32)c1` (stereo not drawn) = 7
PRC2 inh, `OCCN(CCO)Cc1ccc(Br)cc1` = -7
IDH1 mut inh, `CN1CCN(C(=O)C[C@H]2C[C@@H]3c4cc(NC(=O)NC5CCCCC5)ccc4O[C@@H]3[C@H](CO)O2)CC1` = -0.2
IDH1 mut inh, `CNC[C@@H]1Oc2ccc(NS(=O)(=O)c3cccs3)cc2C(=O)N([C@H](C)CO)C[C@@H]1C` = 3.2

Next part
Results follow in this order: IDH1 mut inh, PRC2 inh
COc1ccc(NC(=O)Nc2cccc3c2O[C@@H](CN(C)C(=O)Nc2ccccc2)[C@@H](C)CN([C@H](C)CO)C3=O)cc1
 : 2.4, nt
C[C@H](CO)N1C[C@H](C)[C@H](CN(C)C(=O)Nc2ccc(F)cc2)Oc2ccc(NS(=O)(=O)c3ccccc3)cc2C1=O
 : 2.1, 1
C[C@@H]1CCCCO[C@H](CN(C)Cc2ccncc2)[C@H](C)CN([C@@H](C)CO)C(=O)c2cc(NC(=O)c3ccncc3)ccc2O1
 : 3.2, -11
NCC[C@H]1CC[C@H](NC(=O)Cc2ccncc2)[C@@H](CO)O1
 : 0.2, -6
C[C@@H]1CCCCO[C@@H](CN(C)Cc2ccc(C(F)(F)F)cc2)[C@H](C)CN([C@@H](C)CO)C(=O)c2cc(NC(=O)C3CCCCC3)ccc2O1
 : 1.9, nt
C[C@H]1CCCCO[C@H](CN(C)C(=O)NC2CCCCC2)[C@@H](C)CN([C@@H](C)CO)C(=O)c2cc(NC(=O)Nc3ccc(C(F)(F)F)cc3)ccc2O1
 : 0.1, nt
C[C@H]1CN([C@@H](C)CO)C(=O)CCCn2nncc2CO[C@H]1CN(C)Cc1cccc(C(F)(F)F)c1
 : 0.2, -3
C[C@@H]1CN([C@H](C)CO)C(=O)c2cc(NC(=O)Nc3ccc4c(c3)OCO4)ccc2O[C@@H]1CN(C)S(=O)(=O)c1cn(C)cn1
 : -2.2, nt
C[C@H](CO)N1C[C@H](C)[C@@H](CN(C)Cc2ccc3c(c2)OCO3)Oc2c(NC(=O)Nc3cccc4ccccc34)cccc2C1=O
 : -0.6, nt
C[C@@H]1CN([C@H](C)CO)C(=O)c2cc(NC(=O)c3ccncc3)ccc2O[C@H]1CN(C)S(=O)(=O)c1cn(C)cn1
 : -3.2, nt
CC(C)CC#Cc1ccc2c(c1)O[C@@H](CN(C)Cc1cccc(F)c1)[C@@H](C)CN([C@@H](C)CO)S2(=O)=O
 : 0.1, nt
O=C(CCCOc1ccc(Cl)cc1Cl)Nc1ccc2c(c1)C(=O)NC2=O
 : 0.1, 9
C[C@@H]1CN([C@H](C)CO)C(=O)c2cc(NC(=O)Nc3ccc4c(c3)OCO4)ccc2O[C@@H](C)CCCCO[C@H]1CN(C)Cc1ccccc1
 : 2.1, nt
Cc1noc(C)c1NC(=O)Nc1ccc2c(c1)C(=O)N([C@@H](C)CO)C[C@H](C)[C@H](CN(C)Cc1ccc(C(F)(F)F)cc1)OCCCC[C@@H](C)O2
 : -0.1, nt
C[C@H](CO)N1C[C@H](C)[C@H](CN(C)C(=O)Nc2ccccc2)Oc2cc(C#CC3(O)CCCC3)ccc2S1(=O)=O
 : -0.2, nt
CC(C)NC(=O)N[C@@H]1C=C[C@@H](CC(=O)NCc2ccc(Oc3ccccc3)cc2)O[C@H]1CO
 : 0.1, -7
CC(C)(C)[S@](=O)N1Cc2cc(C(=O)N3CCc4ccccc4C3)nc(-c3cccc(-c4ccncc4)c3)c2[C@@H]1CCO
 : -0.4, -4
COCC(=O)N(C)C[C@@H]1Oc2ncc(-c3cccc(OC)c3)cc2C(=O)N([C@@H](C)CO)C[C@H]1C
 : -0.8, nt
C[C@H](CO)N1C[C@H](C)[C@@H](CN(C)C(=O)Nc2cccc3ccccc23)Oc2ccc(NC(=O)Nc3ccccc3)cc2CC1=O
 : -0.8, nt
C[C@@H]1CN([C@H](C)CO)C(=O)c2cc(NC(=O)Cc3cn(C)c4ccccc34)ccc2O[C@@H]1CN(C)Cc1ccc(Cl)c(Cl)c1
 : -0.3, nt
C[C@@H]1CN([C@@H](C)CO)C(=O)c2cc(C#Cc3ccc(F)cc3)cnc2O[C@@H]1CN(C)CC1CCOCC1
 : -0.1, -22
Cc1noc(C)c1S(=O)(=O)Nc1ccc2c(c1)C(=O)N([C@@H](C)CO)C[C@H](C)[C@@H](CN(C)S(=O)(=O)c1cccs1)O2
 : 0.2, nt
C=CCOC(=O)C1=C[C@H](c2csc3ccccc23)[C@@H](CCCO)[C@H](OCC)O1
 : nt, 14
COc1ccccc1NC(=O)CN(c1cc(Cl)c(Cl)cc1Cl)S(C)(=O)=O
 : 0.8, -32
CO[C@@H]1CN(C)C(=O)c2ccc(NC(=O)C3CC3)cc2OC[C@@H](C)N(C(=O)NC(C)C)C[C@@H]1C
 : 0.0, 3
O=C1CCC[C@@H]2c3[nH]c4ccccc4c3CCN12
 : nt, -8
COc1ccc(NC(=O)Nc2cccc3c2O[C@@H](CN(C)S(=O)(=O)c2ccc(Cl)cc2)[C@@H](C)CN([C@H](C)CO)C3=O)cc1
 : -0.8, nt
Cc1noc(C)c1NC(=O)N(C)C[C@@H]1Oc2ccc(NC(=O)NC3CCCCC3)cc2C(=O)N([C@@H](C)CO)C[C@H]1C
 : 1.1, nt
O=C(Cc1ccccn1)NCC[C@@H]1CC[C@H](NC(=O)Nc2ccc(C(F)(F)F)cc2)[C@@H](CO)O1
 : 0.2, -18
CC(=O)N(C)C[C@@H]1Oc2ncc(C3=CCCC3)cc2C(=O)N([C@@H](C)CO)C[C@@H]1C
 : 0.0, -13
C[C@@H]1CN([C@H](C)CO)C(=O)c2cccc(NC(=O)Nc3ccc(F)cc3)c2O[C@H]1CN(C)S(=O)(=O)c1ccccc1
 : 2.0, nt
Cc1ccc(-c2cnc3c(c2)C(=O)N([C@H](C)CO)C[C@@H](C)[C@H](CN(C)Cc2ccccc2C(=O)O)O3)cc1
 : 7.6, 3
C[C@@H]1CCCCO[C@@H](CN(C)C(=O)c2ccncc2)[C@@H](C)CN([C@H](C)CO)C(=O)c2cc(NS(=O)(=O)c3ccc(F)cc3)ccc2O1
 : 4.0, nt

Entries of single compounds, quoted from the list. Screens in order: IDH1 mut inh, PRC2 inh
Results for CO[C@@H]1CN(C)C(=O)c2ccc(NC(=O)C3CC3)cc2OC[C@@H](C)N(C(=O)NC(C)C)C[C@@H]1C = 0.0, 3
Results for O=C1CCC[C@@H]2c3[nH]c4ccccc4c3CCN12 = nt, -8

Assay outcomes from PubChem.
